CXXC DNA block – inhibitors of human MLL CXXC domain-DNA interaction; AID 2662; Potency, µM (top dose mostly 115 µM), without a hit: at the highest dose activity change, negative = inhibition, usual class: inhibitors; MLL-CXXC / FITC-HOXA9 DNA fluorescence polarization; hit rate 0.037% among 290,000; Q03164; active = well fitted inhibition curve with a large enough effect in the polarisation, with a control signal flat, not every such curve was filed as active; inconclusive = small, poorly fitted or top-dose-only effect, or effect the other way, or a change in a side signal; inactive = no such curve, though single readings can be large or run the other way; the % refers to the polarisation
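Steps: dispense CXXC domain solution (7 uM) → pin compounds or unlabeled HOX-A9 DNA control → 5 min ambient → add FLSN-HOX-A9 solution (50 nM) → spin → 30 min ambient → fluorescence polarization. Tris pH 7.5/NaCl/DTT/BSA buffer.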
MBNL1 CUG block – blocks human MBNL1 binding to CUG repeat RNA | Q9NR56 | TR-FRET MBNL1-His/biotin-(CUG)12 binding, 665/545 ratio | Potency, µM (series often up to 57.5 µM), inactives show top-dose activity change, negative = inhibition, actives largely listed as inhibitors | hit rate 0.036% among 280,000 | AID 2675; active = well fitted inhibition curve with a large enough effect in the signal ratio, with a control signal flat, not every such curve was filed as active; inconclusive = small, poorly fitted or top-dose-only effect, or effect the other way, or a change in a side signal; inactive = no such curve, though single readings can be large or run the other way; the % refers to the signal ratio; also: % is scaled to controls: 0 for no effect and ±100 for the full control effect
Target sequence (Q9NR56 whole entry, looked up): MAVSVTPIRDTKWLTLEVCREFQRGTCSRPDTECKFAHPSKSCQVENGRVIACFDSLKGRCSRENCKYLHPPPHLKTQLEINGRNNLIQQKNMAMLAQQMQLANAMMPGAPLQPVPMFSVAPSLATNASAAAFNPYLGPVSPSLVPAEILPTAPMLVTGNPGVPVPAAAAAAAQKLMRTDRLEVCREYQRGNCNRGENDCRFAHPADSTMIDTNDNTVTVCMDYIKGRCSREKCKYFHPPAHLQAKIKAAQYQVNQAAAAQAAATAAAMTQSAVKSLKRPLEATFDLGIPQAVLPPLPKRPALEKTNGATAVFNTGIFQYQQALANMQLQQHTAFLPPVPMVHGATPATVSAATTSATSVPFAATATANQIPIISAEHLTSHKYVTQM
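Compound titration spanned 92 nM–58 uM against the MBNL1-His/biotin-(CUG)12 complex. After 60 min at room temperature with 5 nM streptavidin-XL665 and 0.055 ng/ul terbium anti-His, ratiometric 665/545 nm emission (Ex 340 nm) normalized to controls.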
Rab9 promoter act – activates the Rab9 promoter. Huh7 Rab9 promoter-luciferase reporter, luminescence, 24 h. Potency, µM (highest dose often 9.22 µM), without a hit: at the top dose activation, negative = inhibition, usual class: activators. hit rate 2.8% among 320,000. AID 485297; also: % of control where 0% means no effect; nearly all actives have a fitted effect of over 60% in size
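Measured in stably transfected Huh7 cells bearing a Rab9 promoter–luciferase construct: 24 h compound treatment at 37 °C, followed by luminescence detection.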
p53 reactivation – re-activators of mutant p53. H1299 p53-A138V BP100-luciferase reporter, luminescence, 24 h. Potency, µM (series often up to 92.2 µM), for inactives: at the top dose activity change, positive = activation, most hits filed as activators. hit rate 0.063% among 320,000; also: % of control where 0% means no effect; nearly all actives have a fitted effect of over 45% in size
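H1299 (p53-null), stable ts p53-A138V + BP100-Luc; 1000 cells/well, Opti-MEM/10% FBS; cpd 4 pt, 1:5; 24 h, 37 deg C, 5% CO2; detection reagent 10 min RT; luminescence.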
FLuc counter – counter-screen for miR-21 project: firefly luciferase inhibitors or activators | P08659 | purified FLuc, Km substrates, luminescence inhibition | Potency, µM (series often up to 57.5 µM), without a hit: top-dose activity change, negative = inhibition, hits mostly inhibitors | hit rate 6.9% among 360,000 | AID 588342;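 also: plate controls were vehicle for no effect and reference inhibitor for full effect; nearly all actives have a fitted effect of over 55% in size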
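Biochemical qHTS of compounds, final roughly 60 µM downward over six points, against 10 nM purified firefly luciferase using Km concentrations of substrates (10 uM D-luciferin, 10 uM ATP) in Tris acetate pH 7.5 buffer; luminescence output.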
ELG1 genotox – induces genotoxicity in HEK293T cells with luciferase-tagged ELG1; Potency, µM (series often up to 46 µM), without a hit: at the top dose activity change, positive = activation, actives largely listed as activators; HEK293T ELG1-luciferase reporter, luminescence, 16 h; AID 504466; hit rate 1.3% among 330,000; also: % of control where 0% means no effect; nearly all actives have a fitted effect of over 60% in size
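ELG1-luciferase HEK293T cells, 2,000/well; compound pinned in; 16 hr, 37 °C, 5% CO2; ONE-Glo, 30 min RT; luminescence on CCD imager.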
NPC1 promoter act – activates the NPC1 promoter; hit rate 2.4% among 320,000; Huh7 NPC1 promoter luciferase reporter, 24 h; Potency, µM (series often up to 9.22 µM), for inactives: at the top dose activation, actives largely listed as activators; AID 485313;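 also: % of control where 0% means no effect; nearly all actives have a fitted effect of over 60% in size; reporter is driven by a mutant NPC1 promoter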
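Cells: Huh7 expressing luciferase under the NPC1 promoter, 1500/well. Seeded 2 h, compound added, incubated 24 h at 37 °C. Luciferase reagent, 10 min ambient, then luminescence.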
RORgamma inh – inhibitors of mouse ROR gamma transcriptional activity. hit rate 5.4% among 310,000. P51450. Drosophila S2 Gal4-RORgamma UAS-luciferase reporter, 20 h. Potency, µM (highest dose often 53.6 µM), for the others: at the highest dose activity change, negative = inhibition, hits mostly inhibitors; also: % is scaled to controls: 0 for no effect and ±100 for the full control effect; nearly all actives have a fitted effect of over 60% in size
Target sequence (P51450 whole entry, looked up, the tested form may be a part): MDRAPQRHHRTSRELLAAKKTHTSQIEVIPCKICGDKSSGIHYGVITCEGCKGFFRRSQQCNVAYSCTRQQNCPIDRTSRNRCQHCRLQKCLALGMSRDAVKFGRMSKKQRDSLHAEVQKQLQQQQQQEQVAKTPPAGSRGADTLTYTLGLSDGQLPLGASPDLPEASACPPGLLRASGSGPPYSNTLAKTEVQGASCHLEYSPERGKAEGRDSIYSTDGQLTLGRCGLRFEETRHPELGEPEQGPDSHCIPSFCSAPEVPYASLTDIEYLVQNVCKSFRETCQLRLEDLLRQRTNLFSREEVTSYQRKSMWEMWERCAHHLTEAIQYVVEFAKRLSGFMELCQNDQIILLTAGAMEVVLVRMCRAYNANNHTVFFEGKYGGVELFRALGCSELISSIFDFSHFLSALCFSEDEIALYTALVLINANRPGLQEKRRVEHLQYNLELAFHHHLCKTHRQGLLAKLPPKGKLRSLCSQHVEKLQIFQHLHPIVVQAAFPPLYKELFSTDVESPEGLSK
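Drosophila S2 cells stably expressing Gal4-DBD/mouse RORγ fusion under metallothionein promoter plus UAS-luciferase; compound 1 h, then 700 uM CuSO4 induction for 20 h at ambient temperature; inhibition read as reduced luminescence.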
uPA surface inh – inhibitors of cell surface uPA generation; Potency, µM (top dose mostly 38.3 µM), for inactives: at the top dose activity change, negative = inhibition, hits mostly inhibitors; cell surface uPA generation assay, qHTS; hit rate 0.31% among 330,000; active = well fitted inhibition curve with a large enough effect; inconclusive = small, poorly fitted or top-dose-only effect; inactive = no such curve, though single readings can be large or run the other way; tested in mouse RAW 264.7 cells; also: % is scaled to controls: 0 for no effect and ±100 for the full control effect; nearly all actives have a fitted effect of over 55% in size
Gal4-VP16 FLuc – inhibits Gal4-VP16 luciferase reporter, ROR gamma counter-screen; Drosophila S2 Gal4-VP16 UAS-luciferase, luminescence, 20 h; AID 2546; hit rate 3.5% among 310,000; Potency, µM (top dose mostly 53.6 µM), without a hit: at the highest dose activity, negative = inhibition, usual class: inhibitors;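 also: Gal4-VP16 expression switched on by copper sulfate through the metallothionein promoter; % is scaled to controls: 0 for no effect and ±100 for the full control effect; nearly all actives have a fitted effect of over 50% in size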
BRCA1 expr up – BRCA1 expression activation; MCF7-BRCA1-FFLuc reporter, luminescence, 48 h; response scale: scaled: vehicle 0%, 10 µM genistein 100%; Potency, µM (top dose mostly 46.1 µM), for inactives: at the top dose activation, usual class: activators; hit rate 1.1% among 380,000; AID 624202; also: nearly all actives have a fitted effect of over 80% in size; some results filed as inactive show a strong effect at the top dose
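48 h compound treatment of MCF7-BRCA1-FFLuc cells (phenol-red free MEM, 37 °C), then 15 min with luciferase substrate and luminescence imaging.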
The depositor's hits bear a star; ? = inconclusive; . = not tested or not shown; & = joins results of further samples; [ ] = another dose, or the depositor's remark. Unless noted, calls follow the shape of the dose curve; as a rule, active = well fitted curve in the direction sought with a large enough effect; inconclusive = small, poorly fitted or top-dose-only effect, or another doubt; inactive = no such curve, though single readings can be large; an effect the other way counts as inactive or inconclusive. Potency is read from the fitted curve at half-maximal effect. These rows are one share of the data. The share of hits here may be higher or lower than overall.

Every second line gives: CXXC DNA block	MBNL1 CUG block	Rab9 promoter act	p53 reactivation	FLuc counter	ELG1 genotox	NPC1 promoter act	RORgamma inh	uPA surface inh	Gal4-VP16 FLuc	BRCA1 expr up
CCOc1ccccc1C1C(C(=O)Nc2ccc(OC)cc2)=C(C)Nc2nc(CCCO)nn21 (stereo not drawn)
  -3.8%	?	-2.9%	1.6%	-4.5%	1.3%	-9.2%	?	4.8%	4.2%	-36.3%
Clc1ccccc1SCc1nc2ccccc2[nH]1
  -0.8%	1.7%	?	8.0%	13.5µM*	15.0%	?	-17.9%	.	-8.7%	?
N#CC1=C(N)C(C#N)(C#N)[C@H](c2cccnc2)[C@H]2CN(C(=O)OCc3ccccc3)CC=C12
  7.0%	29.9%	-2.0%	-18.5%	-4.4%	3.0%	-4.1%	?	?	?	-35.7%
CC1Cc2cc(C(=O)O)ccc2O1 (stereo not drawn)
  -1.0%	-10.3%	9.5%	6.4%	1.1%	9.6%	0.6%	-25.1%	4.8%	-13.7%	-2.8%
O=C(Cc1ccccc1[N+](=O)[O-])NCCC1=CCCCC1
  17.5%	8.5%	11.6%	-3.6%	-13.9%	8.9%	8.1%	14.5%	-1.5%	29.6%	67.5%
Cc1[nH]c2ccccc2c1N=Nc1ccccc1C(=O)O
  ?	.	11.5%	20.7%	?	1.8%	11.7%	9.8%	-1.3%	-21.8%	-60.6%
COC(=O)c1cc2c(ccn2-c2ccc(F)cc2)n1C(C)C
  -0.2%	1.2%	0.2%	12.6%	-17.5%	-4.0%	-0.5%	30.4%	-0.4%	-5.7%	-12.5%
O=C(c1ccc(-n2cccc2)cc1)N1CCCCC1
  3.4%	-6.8%	27.3%	8.4%	-18.7%	4.4%	12.7%	9.4%	5.4%	5.9%	70.3%
Cc1ccc(NC(=O)c2ccc(COc3ccccc3[N+](=O)[O-])o2)nc1
  .	.	-1.6%	-0.6%	?	0.8%	1.8%	.	?	.	5.2%
CCOC(=O)CCCCC(=O)c1[nH]c(=O)[nH]c1CN1CCOCC1
  -4.2%	2.24µM*	3.6%	9.4%	0.9%	0.3%	-0.1%	0.3%	-7.3%	-3.1%	-0.3%
Cc1nc(SC(C)C(=O)Nc2c(C)n(C)n(-c3ccccc3)c2=O)nc(C)c1C (stereo not drawn)
  .	.	-1.5%	-6.8%	2.8%	5.3%	-0.6%	.	11.6%	.	1.5%
COc1ccccc1C(=O)Nc1cccc(Oc2c(F)c(F)c(F)c(F)c2F)c1
  -0.8%	7.5%	-7.4%	-4.5%	-1.8%	-4.9%	-8.1%	-8.8%	-4.6%	-0.6%	-18.8%
CCOc1ccc(S(=O)(=O)N2CCN(C(=O)C3CSC4(C)CCC(=O)N34)CC2)cc1 (stereo not drawn)
  .	.	-3.2%	-1.4%	5.5%	-0.7%	2.5%	.	-4.3%	.	-4.1%
O=c1c2ccccc2nc(N/N=C/c2ccc(O)cc2)n1O
  -17.9%	-11.5%	0.0%	?	2.39µM*	-0.6%	0.5%	11.2µM*	-4.2%	-27.8%	42.5%
COc1ccc(Cc2nnc(NC(=O)C3CCCO3)s2)cc1 (stereo not drawn)
  8.7%	-6.3%	1.5%	9.5%	-0.1%	16.9%	26.0%	31.0%[10 µM]	2.0%	1.8%	53.4%
O=C(O)c1cccc(-n2c(/C=C/c3cccc([N+](=O)[O-])c3)nc3ccccc3c2=O)c1
  ?	-1.7%	-5.4%	1.3%	?	0.8%	0.7%	7.1%	5.9%	-3.1%	-9.7%
O=S(=O)(NCCc1ccncc1)c1ccc(S(=O)(=O)N2CCCCCC2)cc1
  -10.3%	2.2%	0.9%	?	0.3%	-8.8%	-2.9%	44.2%	.	1.7%	-14.3%
Cc1c(C(=O)O)sc2[nH]c(=O)n(Cc3ccccc3)c(=O)c12
  14.8%	-3.9%	-0.1%	2.5%	-1.1%	0.0%	-1.8%	2.9%	0.7%	1.0%	-14.9%
COc1ccc(C(=O)CCC(=O)Nc2cccnc2)c(OC)c1
  24.3%	5.7%	-1.8%	0.4%	-7.1%	20.3%	1.4%	1.9%	5.8%	-3.3%	-3.1%
Cc1noc(C)c1S(=O)(=O)N1CCC(C(=O)Nc2ccc(Br)cc2)CC1
  10.7%	-0.5%	-2.2%	-10.3%	1.2%&0.1%	5.1%	0.6%	-20.8%	1.5%	-9.8%	-18.6%&8.1%
COc1ccc(N(CCC(=O)O)S(=O)(=O)c2ccc(C)c(C)c2)cc1
  -12.1%	-7.1%	-10.0%	-1.0%	-0.6%	2.6%	-0.1%	-1.5%	-1.6%	14.0%	-30.2%
Clc1cccc(CSc2nnc(-c3cccnc3)n2Cc2ccco2)c1
  -10.3%	-11.8%	5.9%	-5.7%	-4.2%	-1.2%	0.6%	15.8µM*	.	?	-0.4%
COC(=O)CCC(=O)c1ccc(OC)c(Cl)c1
  .	.	2.4%	-1.8%	-12.6%	-1.7%	-3.1%	.	.	.	.
CN1C(=O)C(CC(=O)NC2CCCCC2)N(C)C1=O (stereo not drawn)
  -3.0%	.	-3.7%	-0.1%	-2.9%	11.6%	2.0%	10.8%	3.9%	0.7%	-6.6%
N#CCCn1cc(C(CC(=O)c2ccccc2)C(=O)O)c2ccccc21 (stereo not drawn)
  21.4%	-7.8%	0.0%	-3.5%	-1.2%	-2.7%	-4.6%	2.9%	-1.2%	?	7.4%
Nc1ccc(-n2cc(-c3ccccc3)[nH]c2=S)cc1
  7.4%	-5.5%	?	10.8%	?	7.5%	3.1%	8.91µM*	8.1%	?	36.4%
C#CCNC(=O)C1CCN(c2ccc(S(=O)(=O)N3CCOCC3)cc2Cl)CC1
  -2.0%	-25.5%	-13.5%	-1.1%	-0.6%	-4.9%	-5.3%	39.6%	-9.7%	-7.4%	9.8%
CCOC(=O)C1C(c2ccc(OC)c(OC)c2)c2c([nH][nH]c2=O)CC1(C)O (stereo not drawn)
  -17.0%	-10.7%	-4.3%	-5.7%	7.1%	-7.2%	2.1%	8.6%	-6.8%	?	18.9%
CCOC(=O)C1C(C(=O)OC)=C(c2ccc(F)cc2)c2ccccc2N1S(=O)(=O)C(F)(F)F (stereo not drawn)
  .	.	.	0.0%	.	6.8%	.	-14.8%	-4.1%	0.8%	-0.1%
COc1ccc(-c2cc3nc(C4CCN(C(=O)OC(C)(C)C)CC4)c(C(=O)O)cn3n2)cc1
  -0.7%	-2.3%	-0.8%	-9.9%	2.3%	-0.6%	-1.2%	38.8%	.	-6.8%	-23.1%
CCN(CC(=O)Nc1c(F)cccc1F)C(=O)C1COc2ccccc2O1 (stereo not drawn)
  .	.	-0.6%	?	3.2%	-0.6%	-2.2%	.	-2.6%	.	-11.4%
N#CCCN(Cc1cccnc1)C(=S)Nc1ccccc1Cl
  0.2%	-1.2%	0.1%	-4.0%	-1.7%	-0.8%	-1.2%	-0.3%	0.1%	7.2%	-0.4%
O=C(OCC(=O)N1CCCC1)c1c[nH]c2ccccc12
  .	.	21.6%	12.1%	.	4.6%	8.7%	.	11.7%	.	37.6%
Cn1ncc(Cl)c1C(=O)N/N=C/c1cc2c(cc1[N+](=O)[O-])OCO2
  -5.1%	?	-4.1%	1.3%	5.7%	0.4%	-5.0%	-31.7%	2.2%	-9.4%	-0.1%
CCCCn1c(N)c(N(CC(C)C)C(=O)c2ccc(S(=O)(=O)N3CCCCC3)cc2)c(=O)[nH]c1=O
  .	.	0.1%	12.4%	8.4%	-0.1%	-2.5%	.	0.2%	.	-7.2%
CN(Cc1ccccc1)S(=O)(=O)c1cccs1
  5.7%	-0.4%	1.6%	-2.2%	2.4%	-1.1%	-8.2%	39.1%	-7.8%	0.4%	18.9%
O=c1cc(CO)oc(C(Nc2ccccn2)c2cccc(F)c2)c1O (stereo not drawn)
  -13.6%	-3.8%	-0.4%	0.0%	?	-12.5%	-1.0%	-41.9%	2.7%	-9.4%	27.6%
Cc1c(C(=O)N2CCCCCC2)c(S(=O)(=O)Nc2ccccc2F)c(C)n1C
  5.8%	-6.9%	-12.7%	7.5%	-1.7%	0.1%	3.0%	?	-8.7%	?	0.0%

Source: PubChem BioAssay
